Menin MLL FP TR = qHTS Assay for Inhibitors Targeting the Menin-MLL Interaction in MLL Related Leukemias: Competition With Texas Red Labeled MLL-derived Mutant Peptide; O00255; Menin + Texas Red MLL mutant peptide, fluorescence polarization; Potency, µM (top dose mostly 61.6 µM), inactives show top-dose FP activity change, negative = inhibition, hits mostly inhibitors; 0.23% of 270,000 active; AID 1768, 2009; active = well fitted inhibition curve with a large enough effect in the polarisation, with a control signal flat, not every such curve was filed as active; inconclusive = small, poorly fitted or top-dose-only effect, or effect the other way, or a change in a side signal; inactive = no such curve, though single readings can be large or run the other way; the % refers to the polarisation; also: potency is read from the fitted curve at half-maximal effect; % of control where 0% means no effect; many of its hits are not listed in these tables
Target sequence (O00255 whole entry, looked up): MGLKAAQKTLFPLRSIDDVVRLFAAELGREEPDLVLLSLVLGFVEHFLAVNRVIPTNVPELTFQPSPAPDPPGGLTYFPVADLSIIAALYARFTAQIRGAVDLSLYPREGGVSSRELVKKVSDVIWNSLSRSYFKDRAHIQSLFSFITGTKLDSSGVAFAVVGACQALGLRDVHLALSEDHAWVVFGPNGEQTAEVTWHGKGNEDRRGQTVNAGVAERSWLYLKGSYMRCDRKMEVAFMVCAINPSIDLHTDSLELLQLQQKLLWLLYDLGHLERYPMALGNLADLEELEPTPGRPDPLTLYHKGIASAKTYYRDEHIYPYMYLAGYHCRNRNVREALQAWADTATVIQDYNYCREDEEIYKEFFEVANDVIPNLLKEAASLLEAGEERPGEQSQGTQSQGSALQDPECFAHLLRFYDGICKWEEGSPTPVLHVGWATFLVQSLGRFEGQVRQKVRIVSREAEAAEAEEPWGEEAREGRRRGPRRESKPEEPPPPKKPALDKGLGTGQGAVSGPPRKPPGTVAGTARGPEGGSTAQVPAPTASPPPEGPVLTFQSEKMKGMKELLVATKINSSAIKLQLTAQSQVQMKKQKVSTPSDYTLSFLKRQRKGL
PKM2 activator = qHTS Assay for Activators of Human Muscle isoform 2 Pyruvate Kinase. Pyruvate kinase PKM (Homo sapiens), P14618. purified PKM2, Kinase-Glo ATP luminescence, activation; response scale: 0% is enzyme alone, no compound. Potency, µM (doses to about 57.5 µM), inactives show at the highest dose activation, usual class: activators. 0.34% of 260,000 active. AID 1631, 2009; also: potency is read from the fitted curve at half-maximal effect; % is scaled to controls: 0 for no effect and ±100 for the full control effect; nearly all actives have a fitted effect of over 55% in size
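Purified hPK-M2 (>95% pure) converted ADP (0.1 mM final) to ATP with 0.5 mM PEP in 50 mM imidazole pH7.2, KCl, MgCl2, Tween 20, BSA; 1 h at room temperature. ATP detected by Kinase-Glo luminescence.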
BCR signal inh = qHTS Assay to Find Inhibitors of Chronic Active B-Cell Receptor Signaling; ABC-DLBCL IkBa-CBG/CBR reporter, luminescence ratio, 4 h; Potency, µM (top dose mostly 46.1 µM), without a hit: at the top dose ratio change, negative = lower green/red ratio, hits mostly inhibitors; 0.05% of 340,000 active; active = well fitted inhibition curve with a large enough effect in the signal ratio, with a control signal flat, not every such curve was filed as active; inconclusive = small, poorly fitted or top-dose-only effect, or effect the other way, or a change in a side signal; the % refers to the signal ratio;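 also: potency is read from the fitted curve at half-maximal effect; plate controls were basal doxycycline-induced cells for no effect and cells given 10 µM MG132 for full effect; MG132 reads +100%, hits lower the ratio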
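TMD8 ABC-DLBCL cells carrying doxycycline-inducible green luciferase fused to IkappaBalpha plus unfused red luciferase were exposed to compounds (up to 46 uM) for 4 hrs at 37C. Activity came from the overlap-corrected green/red luminescence ratio.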
S-ASM inh = Inhibitors of Secretory Acid Sphingomyelinase (S-ASM): qHTS | placental ASM, HMU-PC fluorogenic substrate, 60 min | Potency, µM (titrated, usually from 57.5 µM), for the others: at the top dose activity change, negative = inhibition, most hits filed as inhibitors | 0.006% of 340,000 active; also: potency is read from the fitted curve at half-maximal effect
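Steps: dispense placental human ASM, pin compound, wait 10 min at room temperature, add HMU-PC0 substrate at 9 uM final, incubate 60 min at 37 °C, add stop solution raising pH to 10, read fluorescence.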
Tb PFK inh = qHTS Assay to Find Inhibitors of T. brucei phosphofructokinase. T. brucei PFK, ADP-Glo luminescence. Potency, µM (series often up to 57.5 µM), for inactives: at the top dose activity, negative = inhibition, most hits filed as inhibitors. 0.17% of 330,000 active. AID 485367, 2010;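 also: potency is read from the fitted curve at half-maximal effect; 0% = uninhibited 1x PFK enzyme wells and -100% = no-enzyme wells; nearly all actives have a fitted effect of over 60% in size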
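1.25 nM PFK with 0.5 mM F6P and 0.1 mM ATP in 0.1 M TEA pH 8.0, 5 mM MgCl2, incubated 45 min at room temperature; ADP measured by ADP-Glo luminescence; compounds titrated up to 57 uM.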
Coupling enz = qHTS Assay for Inhibitors of Fructose-1,6-bisphosphate Aldolase from Giardia Lamblia: Coupling assay counterscreen. coupling enzyme system counterscreen, AmpLite Red fluorescence. activity change, negative = inhibition, % at 58.2 µM, hits read low. 0.67% of 290,000 active. AID 2472, 2010; in the data active = activity change below about -30%; also: % is scaled to controls: 0 for no effect and ±100 for the full control effect
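First, compound is pin-transferred into glyceraldehyde-3-phosphate coupling-enzyme reagent at 57.5 uM final and held 10 min at RT. Next, substrate, coupling system and AmpLite Red are added. After 20 min RT, fluorescence (525/598 nm) is read.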
B2AR arrestin = qHTS assay of beta-arrestin-biased ligands of beta2-adrenergic receptor | AID 492947, 2010 | beta-arrestin recruitment to beta2AR, cell-based reporter | 0.02% of 330,000 active | Beta-2 adrenergic receptor (Homo sapiens), P07550 | Potency, µM (doses to about 46.1 µM), for inactives: top-dose activation, usual class: activators;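 also: potency is read from the fitted curve at half-maximal effect; 0% = DMSO controls and full agonism = EC100 isoproterenol or metaproterenol; nearly all actives have a fitted effect of over 65% in size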
Integrin act MD = qHTS for Activators of Integrin-Mediated Alleviation for Muscular Dystrophy; Potency, µM (top dose mostly 38.3 µM), without a hit: at the highest dose activation, most hits filed as activators; AID 624291, 2012; alpha7betagal myoblasts, beta-gal FDG fluorescence, 48 h; 0.064% of 350,000 active;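 also: potency is read from the fitted curve at half-maximal effect; 100% = response of the positive control SU9516; nearly all actives have a fitted effect of over 60% in size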
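alpha7betagal+/- myoblasts (passage 13, 250/well) treated 48 h at 37C with compounds at 1:260 dilution of DMSO stock. Lysed, then beta-galactosidase activity read as FDG fluorescence (ex 480/em 540) after 30 min, with pre-read for autofluorescence.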
GALK inh = qHTS Assay for Inhibitors of Human Galactokinase (GALK); Potency, µM (series often up to 57.5 µM), for inactives: at the highest dose activity change, negative = inhibition, usual class: inhibitors; P51570; Purified GALK, Kinase-Glo residual ATP luminescence; 0.007% of 270,000 active; also: potency is read from the fitted curve at half-maximal effect; % is scaled to controls: 0 for no effect and ±100 for the full control effect
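GALK at 5 nM final was combined with compound, 35 uM ATP and 100 uM galactose in HEPES pH8.0 with MgCl2 and DTT. The reaction ran one hour at room temperature before luminescent ATP detection.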
Giardia killer = Small Molecules that selectively kill Giardia lamblia: qHTS; Giardia lamblia trophozoite viability; activity change, % at 7.66 µM, hits read low; 0.15% of 340,000 active; AID 540267, 2011; in the data active = activity change below about -80%; inconclusive = between about -30% and that limit;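 also: parasites exposed to compound for two days anaerobically before the ATP read; % is scaled to controls: 0 for no effect and ±100 for the full control effect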
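Compounds were tested on trophozoites seeded at 100 cells/well and held 48 hrs at 37 deg C anaerobically. An ATP-based luminescent kit measured the remaining live cells.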
PTAP TSG101 blk = qHTS Assay for Iinhibitors of HIV-1 Budding by Blocking the Interaction of PTAP/TSG101; Tumor susceptibility gene 101 protein (Homo sapiens), Q99816; Fluorescence polarization, FITC-PTAP peptide / Tsg101 binding; 340,000 tested, under 10 active; Potency, µM (doses to about 115 µM), inactives show at the top dose activity change, negative = inhibition, most hits filed as inhibitors; active = well fitted inhibition curve with a large enough effect in the main read-out, with a control signal flat, not every such curve was filed as active; inconclusive = small, poorly fitted or top-dose-only effect, or effect the other way, or a change in a side signal; inactive = no such curve, though single readings can be large or run the other way; also: potency is read from the fitted curve at half-maximal effect; % of control where 0% means no effect
Target sequence (Q99816 whole entry, looked up): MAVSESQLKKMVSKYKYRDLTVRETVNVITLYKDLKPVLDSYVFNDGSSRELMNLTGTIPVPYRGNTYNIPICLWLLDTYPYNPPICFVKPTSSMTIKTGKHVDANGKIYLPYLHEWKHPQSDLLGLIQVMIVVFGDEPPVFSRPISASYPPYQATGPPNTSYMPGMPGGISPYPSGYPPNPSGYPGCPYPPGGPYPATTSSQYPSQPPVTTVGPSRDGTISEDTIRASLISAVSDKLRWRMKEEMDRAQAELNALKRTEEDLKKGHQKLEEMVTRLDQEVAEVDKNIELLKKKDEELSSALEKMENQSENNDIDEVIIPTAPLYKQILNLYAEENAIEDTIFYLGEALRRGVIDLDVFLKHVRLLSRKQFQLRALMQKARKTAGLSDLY
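Tsg101 binding domain (10 uM final) was mixed with compound and a FITC-labeled PTAP peptide (50 nM final) in HEPES pH 7.5 buffer with NaCl, Tween 20, EDTA and TCEP; fluorescence polarization was read after 20 min at r.t.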
Starred values were filed as active, the others as inactive; u = inconclusive; x = no result given; [ ] = another dose, or the depositor's remark. Unless noted, calls follow the shape of the dose curve; as a rule, active = well fitted curve in the direction sought with a large enough effect; inconclusive = small, poorly fitted or top-dose-only effect, or another doubt; inactive = no such curve, though single readings can be large; an effect the other way counts as inactive or inconclusive. The list is partial. The share of hits here may be higher or lower than overall.

SMILES | Menin MLL FP TR | PKM2 activator | BCR signal inh | S-ASM inh | Tb PFK inh | Coupling enz | B2AR arrestin | Integrin act MD | GALK inh | Giardia killer | PTAP TSG101 blk
Cc1ccc(CN2CC(=O)N3[C@H]4c5ccccc5OC[C@@H]4[C@H](c4ccccc4)[C@]3(C)C2=O)cc1 | x | x | -0.7% | -9.9% | 9.6% | x | 0.0% | -5.1% | x | -5.1 | x
c1cnc2ccc(C(c3nnnn3C3CCCC3)N3CCN4CCCC4C3)cc2c1 (centres undefined) | -4.6% | 0.3% | u | 6.7% | -1.1% | 1.1 | 0.1% | 3.0% | -4.4% | 1.4 | 0.0%
COc1ccc(C)cc1S(=O)(=O)Nc1cc2c3c(c1)CCN3C(=O)CC2 | x | x | u | 1.5% | 3.4% | x | 0.4% | -16.8% | x | 3.4 | -0.6%
COc1cc2c(cc1OC)C(C)N(C(=O)c1ccc(Cl)c(S(=O)(=O)N3CCCCC3)c1)CC2 (centres undefined) | -3.3% | 3.8% | 10.7% | -5.8% | 9.6% | -0.5 | -1.2% | -19.2% | x | 9.3 | -1.5%
CCn1c(COc2ccccc2C)nnc1SCC(=O)O | -8.0%[11.7 µM] | 7.5% | 3.9% | 2.9% | 0.6% | 4.3 | -0.9% | -4.2% | -0.2% | -27.3 | -0.9%
CCn1nnnc1NC(=O)c1ccc2ccccc2c1 | 5.8% | -2.9% | -1.8% | -0.1% | -6.0% | -0.9 | -0.8% | 34.3% | 3.9% | -6.4 | 0.6%
CC1CCCC(NC(=O)COC(=O)c2ccc(Cl)nc2)C1C (centres undefined) | x | x | 4.1% | 2.2% | -0.2% | x | -0.1% | 11.8% | x | 21.5 | -0.8%
COc1ccccc1C(=O)NS(=O)(=O)c1ccc(C)cc1 | x | x | -0.4% | -0.5% | 4.4% | x | 0.3% | 25.1% | x | u | -2.7%
CCOc1cc(/C=C(\C#N)C(=O)NCc2cccnc2)ccc1O | 1.6% | -5.3% | 9.8% | 4.2% | -2.0% | 1.0 | -0.2% | 0.0% | 4.1% | 10.6 | 0.0%
CN(C)CCCNC(=O)c1ccccc1Oc1ccccc1 | x | 3.2% | -7.2% | 1.4% | 0.0% | -4.1 | -0.2% | -22.2% | 5.6% | 4.3 | -3.0%
CS(=O)(=O)N1CCN(C(=O)c2ccc3c(c2)OCCO3)CC1 | -11.7% | 9.1% | 3.7% | 4.3% | -4.1% | -4.4 | 0.5% | 11.9% | 1.2% | 7.2 | -4.2%
NC1=NC(=O)/C(=C/c2ccc(-c3ccc(S(N)(=O)=O)cc3)o2)S1 | -16.3% | 27.4% | -8.5% | 146.7%[activator] | -25.3% | 2.0 | -0.1% | -4.6% | x | -12.1 | 14.9%
COCC(C)NC(C(=O)Nc1ccc(Cl)c([N+](=O)[O-])c1)c1ccccc1 (centres undefined) | -4.4% | 11.7% | -6.7% | 1.1% | 4.1% | 0.2 | -0.3% | 27.4% | 0.0% | 21.2 | 1.1%
Cc1ccc(NC(=O)C2COc3ccccc3O2)cc1 (centres undefined) | 12.2% | 2.2%[11.5 µM] | 13.9% | -0.4% | -9.0% | 0.4 | 0.1% | -10.3% | -4.5% | -6.2 | -1.0%
CCc1ccc(C(=O)/C=C/Nc2ccc(S(=O)(=O)Nc3onc(C)c3C)cc2)cc1 | u | 4.8% | 2.9% | 8.9% | 7.3% | 8.4 | -0.5% | 2.9% | 0.9% | -4.5 | -3.0%
CCCN1CCN(CCCNC(=S)Nc2ccc(F)cc2)CC1 | 5.7% | -9.5% | 0.3% | -6.0% | -9.5% | -1.3 | 0.1% | 8.6% | 0.1% | 19.6 | -5.0%
Cc1cc(C)cc(NC(=S)N(Cc2ccc(Br)cc2)Cc2ccc(C(=O)O)cc2)c1 | u | -0.9% | u | 8.6% | 0.1% | -0.1 | -0.3% | 6.4% | -2.6% | -2.7 | 0.8%
CCOC(=O)c1cc(C)n(CCc2ccccc2)c1C | -22.7% | 7.3% | u | -6.3% | -1.5% | -2.1 | -0.1% | 27.1% | 0.2% | 0.8 | -1.5%
O=C(NCc1cc(F)cc(C(F)(F)F)c1)C1CCC(=O)N(C2CCCC2)C1 (centres undefined) | x | x | u | 2.6% | -0.7% | x | -0.8% | -46.5% | -2.4% | 0.0 | -4.6%
COc1ccc(CCNC(=O)C(C)Sc2ccccc2)cc1OC (centres undefined) | x | 0.0% | 1.0% | 4.0% | 2.9% | -0.1 | -0.1% | 28.5% | -2.2% | -11.3 | -10.1%
Cc1ccccc1CC1S/C(=N/N=C/c2ccco2)NC1=O (centres undefined) | x | -12.2% | u | x | -8.4% | 1.6 | -0.8% | x | x | x | x
CC(=O)Nc1ccc(C(=O)NNC(=O)c2ccc(Cl)cc2)cc1 | 8.7% | 4.0% | -2.3% | -1.4% | -2.4% | 0.6 | -0.3% | 8.6% | 4.8% | -1.5 | -6.1%
CS(=O)(=O)N1CCN(C(=O)CCC2CCCC2)CC1 | -17.6% | -3.9% | 1.6% | 2.6% | 2.4% | 3.7 | -0.4% | -3.7% | -2.2% | 14.9 | -5.4%
Cc1cc2oc(C(=O)NCc3ccc4c(c3)OCO4)c(C)c2cc1C | -9.7% | -1.5% | 9.9% | -9.5% | -8.0% | 0.0 | 0.3% | -13.4% | 0.6% | 1.0 | -4.5%
CC(C)CC(=O)C1=C(O)C(=O)N(Cc2ccccc2)C1c1ccccc1 (centres undefined) | 1.9% | 1.0% | 1.1% | 0.8% | 4.2% | -0.8 | -0.1% | 2.1% | 2.9% | -20.4 | -2.5%
COc1ccc(Nc2nc(Cl)nc(NCc3ccco3)n2)c(OC)c1 | 25.1% | 2.1% | -2.1% | 1.1% | 2.3% | -0.4 | -0.3% | 4.3% | -1.4% | 0.2 | -0.3%
COc1ccc(C)cc1NC(=O)C(=O)NCc1ccncc1 | 8.9% | -0.7% | 0.3% | -0.2% | 1.0% | 2.5 | -0.5% | -3.0% | -1.2% | -17.1 | -7.5%
CC1(C)C(=O)Nc2ccccc2N1C(=O)COc1ccccc1C#N | x | x | -8.4% | -0.7% | 12.4% | x | -1.9% | 3.7% | x | -17.8 | -3.2%
Cc1ccc(C(=O)NCC(=O)N(C)CC(=O)Nc2c(Cl)cccc2Cl)s1 | x | x | -0.8% | x | -6.6% | x | -0.2% | 23.5% | x | 13.0 | -4.5%
COc1ccc(S(=O)(=O)N2CCN(CC(=O)NCC3(N4CCOCC4)CCCCC3)CC2)cc1 | x | x | 1.3% | -0.4% | -2.4% | x | 0.0% | 5.0% | x | -16.5 | 0.4%
Cc1ccc(C(=O)OCC(=O)Nc2cccc(S(=O)(=O)N3CCOCC3)c2)o1 | x | x | -0.3% | -1.4% | -4.1% | x | 0.2% | 23.3% | x | 4.0 | -1.2%
O=C(NC1CCCCC1)N1CCN(C(c2ccccc2)c2ccccc2)CC1 | -3.3% | -1.5% | u | -1.8% | 3.1% | 7.3 | 0.1% | 30.2% | 1.6% | 19.9 | -4.0%
O=C(COc1ccccc1)NCC(=O)Nc1ccncc1 | x | x | 0.4% | 3.9% | -0.6% | x | -0.1% | 1.3% | x | -10.8 | 2.1%
COc1cccc(-c2csc(NC(=O)Nc3ccccc3)n2)c1 | u | x | u | -19.8% | 4.6% | -7.2 | 0.4% | 0.0% | -8.7% | -7.1 | -9.5%
O=c1[nH]oc2cc(Cl)ccc12 | x | -9.2% | 1.0% | 0.9% | -2.4% | 1.4 | -0.2% | 3.8% | 2.6% | -23.9 | -4.6%
Cc1ccc(CNC(=O)c2ccc(N3CCC4(CC3)CC(c3cccc(Br)c3)=NO4)c(N)c2)cc1 | x | x | 0.9% | 15.7% | 0.0% | x | 0.1% | 2.0% | x | -2.8 | -0.9%

Bioassay records deposited in PubChem by National Center for Advancing Translational Sciences (NCATS).
